Screening results: PubChem BioAssay, National Center for Advancing Translational Sciences (NCATS)
BRCA1 expr up – activators of BRCA1 expression; MCF7-BRCA1-FFLuc reporter, luminescence, 48 h; response scale: scaled: vehicle 0%, 10 µM genistein 100%; Potency, µM (series often up to 46.1 µM), without a hit: at the highest dose activation, usual class: activators; 380,000 compounds, 1.1% hits; AID 624202; also: potency is read from the fitted curve at half-maximal effect; nearly all actives have a fitted effect of over 80% in size; some results filed as inactive show a strong effect at the top dose
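Compounds are tested at multiple concentrations on MCF7 BRCA1-luciferase reporter cells seeded at 2000 per well; after 48 h, a single luminescence end-point is taken and curves fitted to the normalized data.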
TRPV1 ag – human TRPV1 agonism | TRPV1-expressing cells, Fluo-8 calcium influx, agonist mode | activation, % at 8.33 µM | 320,000 compounds, 0.19% hits | AID 540275; in the data active = activation above about 80%; inconclusive = between about 30% and that limit; also: 0% is about no effect
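Cells expressing TRPV1 were dye-loaded with Fluo-8 and read kinetically: 10 s baseline, 3 min after compound (agonist portion), then 2 min after EC20 capsaicin (allosteric enhancer portion). Calcium-bound dye fluorescence at 480/520 nm.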
B2AR arrestin – recruits beta-arrestin to the human beta2-adrenergic receptor; P07550; 330,000 compounds, 0.02% hits; beta-arrestin recruitment to beta2AR, cell-based reporter; Potency, µM (top dose mostly 46.1 µM), inactives show at the top dose activation, most hits filed as activators; AID 492947;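 also: potency is read from the fitted curve at half-maximal effect; 0% = DMSO controls and full agonism = EC100 isoproterenol or metaproterenol; nearly all actives have a fitted effect of over 65% in size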
Integrin act MD – integrin-mediated muscular dystrophy alleviation activation | alpha7betagal myoblasts, beta-gal FDG fluorescence, 48 h | Potency, µM (series often up to 38.3 µM), for the others: top-dose activation, usual class: activators | 350,000 compounds, 0.064% hits | AID 624291;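 also: potency is read from the fitted curve at half-maximal effect; 100% = response of the positive control SU9516; nearly all actives have a fitted effect of over 60% in size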
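Alpha7betagal+/- myoblasts (passage 13) were plated 16-24 hr, then exposed to compounds (1:260 dilution of DMSO stock) for 48 hours at 37C. After MPER lysis, β-galactosidase reporter activity was read as FDG fluorescence (ex 480/em 540) after 30 minutes.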
TSG101-PTAP inh – blocks PTAP/TSG101 interaction to inhibit HIV-1 budding; 340,000 tested, under 10 active; AID 493005; Potency, µM (titrated, usually from 115 µM), for the others: at the top dose activity change, negative = inhibition, usual class: inhibitors; Fluorescence polarization, FITC-PTAP peptide / Tsg101 binding; Q99816; active = well fitted inhibition curve with a large enough effect in the main read-out, with a control signal flat, not every such curve was filed as active; inconclusive = small, poorly fitted or top-dose-only effect, or effect the other way, or a change in a side signal; inactive = no such curve, though single readings can be large or run the other way; also: potency is read from the fitted curve at half-maximal effect; % of control where 0% means no effect
Target sequence (Q99816 whole entry, looked up): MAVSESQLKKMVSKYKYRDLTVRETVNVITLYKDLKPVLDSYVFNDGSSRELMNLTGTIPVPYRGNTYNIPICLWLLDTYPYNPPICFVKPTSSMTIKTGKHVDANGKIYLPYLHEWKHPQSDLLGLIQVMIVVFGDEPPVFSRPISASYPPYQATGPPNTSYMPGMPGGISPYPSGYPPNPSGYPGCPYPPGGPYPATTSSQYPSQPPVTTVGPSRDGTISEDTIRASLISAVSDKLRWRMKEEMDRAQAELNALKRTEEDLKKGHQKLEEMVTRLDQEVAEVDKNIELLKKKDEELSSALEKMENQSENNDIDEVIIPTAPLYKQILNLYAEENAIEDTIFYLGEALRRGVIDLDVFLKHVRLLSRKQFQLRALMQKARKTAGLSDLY
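Steps: Tsg101 binding domain dispensed (10 uM final), compounds pinned in DMSO, FITC-labeled PTAP-motif peptide added (50 nM final); after 20 min binding at room temperature, polarization measured.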
ELG1 genotoxic – genotoxicity induction in ELG1-luciferase HEK293T cells. HEK293T ELG1-luciferase reporter, luminescence, 16 h. Potency, µM (titrated, usually from 46 µM), for the others: at the highest dose activity change, positive = activation, usual class: activators. 330,000 compounds, 1.3% hits. AID 504466; also: potency is read from the fitted curve at half-maximal effect; % of control where 0% means no effect; nearly all actives have a fitted effect of over 60% in size
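Reporter readout depends on ELG1 protein level, which increases with genetic stress. After 16 hr compound exposure at 37 °C, luciferase activity was quantified using ONE-Glo.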
ASM inhibitor – human S-ASM enzyme inhibition; P17405; placental ASM, HMU-PC fluorogenic substrate, 60 min; Potency, µM (titrated, usually from 57.5 µM), without a hit: top-dose activity change, negative = inhibition, usual class: inhibitors; 340,000 compounds, 0.006% hits; also: potency is read from the fitted curve at half-maximal effect
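HMU-PC0 cleavage (9 uM final) by human placental ASM, 60 min at 37 °C following 10 min compound exposure at RT; stopped at pH 10, fluorescence Ex 386/Em 447 nm.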
USP2a inh – USP2a (human) protease inhibition. O75604. USP2 core, Ub-CHOP2 coupled fluorogenic reporter, 485/531. Potency, µM (series often up to 38.3 µM), without a hit: at the top dose activity change, negative = inhibition, actives largely listed as inhibitors. 330,000 compounds, 0.01% hits. AID 463254;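 also: potency is read from the fitted curve at half-maximal effect; plate controls were DMSO wells for no effect and full inhibition by NEM control for full effect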
Target sequence (O75604 whole entry, looked up): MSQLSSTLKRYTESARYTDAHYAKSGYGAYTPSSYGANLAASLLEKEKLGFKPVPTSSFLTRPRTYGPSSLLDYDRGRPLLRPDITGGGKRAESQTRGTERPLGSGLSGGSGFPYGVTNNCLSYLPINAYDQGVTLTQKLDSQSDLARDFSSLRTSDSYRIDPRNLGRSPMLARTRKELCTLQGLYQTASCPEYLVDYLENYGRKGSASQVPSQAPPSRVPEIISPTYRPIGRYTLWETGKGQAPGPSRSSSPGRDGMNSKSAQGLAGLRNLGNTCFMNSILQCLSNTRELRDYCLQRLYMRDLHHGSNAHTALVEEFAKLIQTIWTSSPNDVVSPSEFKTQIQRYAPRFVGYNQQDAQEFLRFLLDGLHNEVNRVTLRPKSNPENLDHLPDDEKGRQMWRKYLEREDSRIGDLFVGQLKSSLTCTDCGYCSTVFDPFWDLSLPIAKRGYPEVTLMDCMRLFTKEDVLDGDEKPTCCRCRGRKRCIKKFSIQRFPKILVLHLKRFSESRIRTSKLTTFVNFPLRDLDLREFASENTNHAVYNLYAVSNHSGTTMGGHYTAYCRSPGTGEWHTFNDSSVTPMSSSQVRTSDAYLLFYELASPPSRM
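Cell-free coupled assay: 10nM USP2 core preincubated 30min RT with compound in Tris-HCl pH 8.0/CaCl2/CHAPS buffer, then 25nM Ub-CHOP2 and 25nM reporter substrate; fluorescence (Ex 485/Em 531) read after 60min RT, normalized to NEM inhibition, concentration-response curves fitted.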
Eya2 inh – blocks the phosphatase activity of human Eya2 | O00167 | recombinant Eya2, OMFP fluorescence dephosphorylation (OMFP is methylfluorescein phosphate) | Potency, µM (doses to about 76.9 µM), inactives show at the top dose activity, negative = inhibition, hits mostly inhibitors | 330,000 compounds, 0.006% hits; also: potency is read from the fitted curve at half-maximal effect; % is scaled to controls: 0 for no effect and ±100 for the full control effect
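Eya2 (0.2 uM) preincubated 10 min at ambient with compound, then OMFP substrate added at 50 uM; 10 min reaction in 50 mM HEPES pH 7.5, 50 mM NaCl, 5 uM MgCl2, 0.05% BSA, 1 mM DTT. Fluorescence read at Ex 485/Em 525 nm.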
uPA surface inh – cell surface uPA generation inhibition; Potency, µM (titrated, usually from 38.3 µM), inactives show at the top dose activity change, negative = inhibition, actives largely listed as inhibitors; 330,000 compounds, 0.31% hits; AID 540303; cell surface uPA generation assay, qHTS; active = well fitted inhibition curve with a large enough effect; inconclusive = small, poorly fitted or top-dose-only effect; inactive = no such curve, though single readings can be large or run the other way; tested in mouse RAW 264.7 cells; also: potency is read from the fitted curve at half-maximal effect; % is scaled to controls: 0 for no effect and ±100 for the full control effect; nearly all actives have a fitted effect of over 55% in size
p53 reactivator – restores transcriptional activity of mutant p53. H1299 p53-A138V BP100-luciferase reporter, luminescence, 24 h. Potency, µM (titrated, usually from 92.2 µM), without a hit: top-dose activity change, positive = activation, actives largely listed as activators. 320,000 compounds, 0.063% hits; also: potency is read from the fitted curve at half-maximal effect; % of control where 0% means no effect; nearly all actives have a fitted effect of over 45% in size
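p53-null H1299 cells stably carrying temperature-sensitive p53-A138V and a BP100-luciferase reporter were pinned with compounds (4-point, 1:5 series) and held 24 hrs at 37 deg C. Luminescence was read 10 min after detection reagent.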
* = called active by the depositor; ? = inconclusive; · = not tested or not shown; & = joins results of further samples; [ ] = another dose, or the depositor's remark. Unless noted, calls follow the shape of the dose curve; as a rule, active = well fitted curve in the direction sought with a large enough effect; inconclusive = small, poorly fitted or top-dose-only effect, or another doubt; inactive = no such curve, though single readings can be large; an effect the other way counts as inactive or inconclusive.

SMILES	BRCA1 expr up	TRPV1 ag	B2AR arrestin	Integrin act MD	TSG101-PTAP inh	ELG1 genotoxic	ASM inhibitor	USP2a inh	Eya2 inh	uPA surface inh	p53 reactivator
CCCCn1cnc2cc(NCc3ccncc3)ccc21	5%	2	0.2%	4%	·	10%	-4%	1%	-20%	7%	0%
COc1ccc(-n2cc(-c3ccc(OC(F)F)cc3)[n+]3c2CCCCC3)cc1	-31%	-3	0.1%	-54%[inhibitor]	0%	-13%	-1%	1%	-3%	?	-3%
Cc1nn(-c2ccccc2)c2sc(C(=O)O)cc12	0%	2	0.2%	-24%	-3%	0%	1%	0%	-6%	1%	2%
Cc1nnc(SCC(=O)Nc2nccs2)n1C(C)C	-2%	2	0.4%	-21%	-3%	-2%	6%	-1%	1%	5%	28%
CC(=O)c1cccc(NC(=O)CCc2nnc3ccc(NCc4ccc5c(c4)OCO5)nn23)c1	1%	1	-0.6%	32%	-2%	0%	-2%	2%	-1%	7%	10%
COc1cccc(/C=C/C(=O)OCC(=O)NC2CC2)c1OC	-6%	·	0.4%	-2%	-2%	2%	0%	2%	4%	4%	14%
Cc1ccc2nc(Cl)cc(=O)n2c1	1%	·	·	8%	0%	·	3%	·	·	4%	·
Cc1cc2cc(CCNC(=O)CC(C)(C)C)c(=O)[nH]c2cc1C	17%	-1	0.2%	-9%	0%	8%	1%	1%	-2%	-12%	-3%
O=C1NCCN/C1=C\C(=O)c1ccc(F)cc1	?	1	0.3%	?	-7%	18%	-3%	-1%	-1%	-3%	5%
COc1cc(OC)cc(C(=O)NC2CC3CCC(C2)N3Cc2ccco2)c1 (centres undefined)	-4%	0	-1.3%	0%	-8%	0%	1%	1%	4%	6%	5%
O=c1cc(-c2ccccc2)oc2ccc(O)cc12	2.8µM*	23	-1.1%	-15%	-4%	21µM*	-3%	-1%	-8%	?	?
COc1ccc(C2/C(=C(/O)c3ccccc3)C(=O)C(=O)N2CO)cc1 (centres undefined)	15%	0	0.1%	15%	-2%	2%	-1%	3%	7%	-1%	4%
C[C@@H](CN=[N+]=[N-])CN1CC[C@H](NC(=O)OCc2ccccc2)CCC1=O	4%	-1	3.4%	8%	-1%	1%	4%	1%	5%	-5%	8%
NCCC(=O)NC[C@H]1O[C@@H](n2cnc3c(N)ncnc32)[C@H](O)[C@@H]1O	-9%	·	-0.2%	19%	1%	0%	1%	4%	8%	18%	0%
COc1ccc(S(=O)(=O)N2CCOCC2)c2ccccc12	0%	7	-0.4%	0%	3%	8%	4%	2%	0%	27%	-4%
Cc1ccc(Cl)cc1NC(=O)Cn1c(C)csc1=O	7%	-1	-1.1%	15%	-8%	5%	0%	0%	23%	-8%	1%
COc1cc(Cl)c(C)cc1NC(=O)CSc1nnc(-c2ccco2)n1CC(C)C	-29%	5	0.2%	-28%	-5%	-5%	-7%	-12%	-2%	8%	-5%
CCOc1cc(CN2CCCC(CO)(Cc3ccc(F)cc3F)C2)ccc1OC (centres undefined)	-2%	3	-0.6%	-23%	-1%	-6%	-4%	4%	3%	?	-2%
Cc1cccc(C(=O)Nc2onc(C)c2C#N)c1	4%	-4	-0.3%	20%	-1%	2%	0%	0%	-6%	6%	-1%
COc1cccc(N2CCN(Cc3nc4scc(-c5ccccc5)c4c(=O)[nH]3)CC2)c1	-52%	3	-0.4%	-9%	15%	-8%	-5%	-1%	-4%	-17%	18%

The final two entries of the part above come first, to join the parts:
SMILES	BRCA1 expr up	TRPV1 ag	B2AR arrestin	Integrin act MD	TSG101-PTAP inh	ELG1 genotoxic	ASM inhibitor	USP2a inh	Eya2 inh	uPA surface inh	p53 reactivator
Cc1cccc(C(=O)Nc2onc(C)c2C#N)c1	4%	-4	-0.3%	20%	-1%	2%	0%	0%	-6%	6%	-1%
COc1cccc(N2CCN(Cc3nc4scc(-c5ccccc5)c4c(=O)[nH]3)CC2)c1	-52%	3	-0.4%	-9%	15%	-8%	-5%	-1%	-4%	-17%	18%
CC(C)(C)[C@@H]1C=C(C(=O)NC2CC2)O[C@H](OCc2ccc(CO)cc2)C1	-40%	4	-0.2%	-11%	-1%	-5%	12%	-1%	-1%	5%	-3%
O=C(O)c1cccnc1C(=O)O	-7%	7	0.8%	19%	0%	4%	-2%	0%	7%&17%	9%	6%
CCCC(=O)OCC(=O)Nc1cc(C(C)(C)C)nn1-c1ccccc1	-1%	11	0.2%	-21%	5%	2%	0%	-1%	5%	6%	-1%
Cc1cc(=O)oc2c(C)c(OCC(=O)NC3CC(C)(C)NC(C)(C)C3)ccc12	9%	-1	-1.1%	-34%	0%	1%	1%	0%	8%	-2%	-5%
CC(=O)Nc1ccc(-c2csc(NNC(=O)c3ccccc3)n2)cc1	-18%	-3	0.0%	-11%	-10%	-1%	0%	1%	-17%	-6%	3%
CC(=O)Nc1cccc(NC(=O)Nc2cccc(F)c2)c1	76%	-3	-0.6%	14%	-1%	9%	-8%	4%	1%	-5%	0%
Cc1cc(=O)[nH]c(SCC(=O)N2CCN(C(=O)c3ccco3)CC2)n1	-2%	·	0.6%	0%	0%	-1%	3%	3%	-3%	11%	-3%
O=C(COc1ccccc1)N1c2ccccc2Sc2ccccc21	-30%	16	0.5%	1%	-3%	1%	-3%	1%	0%	-11%	-2%
Cc1nc(C)c(-c2nnc(-c3cccc(S(=O)(=O)N(C)C)c3)o2)cc1C(=O)NN	2%	2	-0.5%	-33%	-2%	-1%	1%	1%	-9%	-7%	1%
NC(=O)N/N=C/c1ccc(-c2cccc(C(F)(F)F)c2)o1	-20%	15	0.2%	-13%	-9%	6%	2%	1%	9%	-16%	3%
CC(=O)c1ccc2c(c1)OCCOCCOc1ccc(C(C)=O)cc1OCCOCCO2	-19%	-2	-0.3%	-1%	-2%	0%	-1%	3%	-6%	2%	-4%
CCOC(=O)N1CCN(C(=O)C2CCCN(c3nc4ccc(OCC)cc4s3)C2)CC1 (centres undefined)	34%	15	-0.3%	-8%	-2%	-1%	-2%	0%	-14%	-7%	-1%
CC(NS(=O)(=O)c1ccc(OCC(=O)NCc2ccccn2)cc1)c1ccccc1 (centres undefined)	-13%	2	0.1%	?	-1%	1%	0%	-1%	-19%	4%	-2%
COc1ccccc1-n1c(C)c(C(C)=O)c2cc(O)ccc21	-29%	-4	0.6%	-19%	-1%	-7%	-1%	0%	-7%	-5%	·

As a working copy, 5 of the compounds above.
SMILES	BRCA1 expr up	TRPV1 ag	B2AR arrestin	Integrin act MD	TSG101-PTAP inh	ELG1 genotoxic	ASM inhibitor	USP2a inh	Eya2 inh	uPA surface inh	p53 reactivator
NCCC(=O)NC[C@H]1O[C@@H](n2cnc3c(N)ncnc32)[C@H](O)[C@@H]1O	-9%	·	-0.2%	19%	1%	0%	1%	4%	8%	18%	0%
COc1ccc(S(=O)(=O)N2CCOCC2)c2ccccc12	0%	7	-0.4%	0%	3%	8%	4%	2%	0%	27%	-4%
Cc1ccc(Cl)cc1NC(=O)Cn1c(C)csc1=O	7%	-1	-1.1%	15%	-8%	5%	0%	0%	23%	-8%	1%
COc1cc(Cl)c(C)cc1NC(=O)CSc1nnc(-c2ccco2)n1CC(C)C	-29%	5	0.2%	-28%	-5%	-5%	-7%	-12%	-2%	8%	-5%
CCOc1cc(CN2CCCC(CO)(Cc3ccc(F)cc3F)C2)ccc1OC (centres undefined)	-2%	3	-0.6%	-23%	-1%	-6%	-4%	4%	3%	?	-2%

Just Integrin act MD, ASM inhibitor and B2AR arrestin, for 3 of the compounds above:
mol	Integrin act MD	ASM inhibitor	B2AR arrestin
Cc1nc(C)c(-c2nnc(-c3cccc(S(=O)(=O)N(C)C)c3)o2)cc1C(=O)NN	-33%	1%	-0.5%
CC(=O)Nc1cccc(NC(=O)Nc2cccc(F)c2)c1	14%	-8%	-0.6%
Cc1cc(=O)[nH]c(SCC(=O)N2CCN(C(=O)c3ccco3)CC2)n1	0%	3%	0.6%
